OX1R antagonist – human HCRTR1 antagonism | CHO/OX1R cells, Fluo-8 calcium fluorescence, orexin A | actives 0.43% (n = 330,000) | AID 434989 | inhibition, % at 5 µM;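 active = inhibition above its plate's threshold, mean inhibition of all tested compounds on the plate plus 3 SD, cut at about 37% in these data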;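 note: 0% = orexin A challenge wells and 100% = SB-334867-A antagonist wells; not every result past the cut was called active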
CHT PAM – allosterically activates the human high affinity choline transporter. Q9GZV3. CHT-expressing cells, membrane potential dye, choline EC20; hits give high values; LV-AA mutant CHT in HEK293 cells. B-score at 10 µM. actives 0.49% (n = 310,000);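 active = initial fluorescence not abnormally high and integrated response B-score, plate-corrected, over 3 SD above library mean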
* marks the source's active call; other numbers are inactive results; i = inactive. This is a subset. The share of hits here may be higher or lower than overall.

SMILES | OX1R antagonist | CHT PAM
O=C(CCN1CCN(CCO)CC1)N1c2ccccc2Sc2ccc(C(F)(F)F)cc21 | 0 | i
